Assay outcomes (PubChem BioAssay)
VEEV TC-83 Vero: inhibitors of VEEV TC-83 cytopathic effect, confirmation, Vero cells (AID 588727); Vero cells, VEEV TC-83 cytopathic effect inhibition; higher % means a stronger effect; inhibition, % at 20 µM; hits with a dose series show IC50 in µM; actives 0.13% (n = 350,000); in the data active = a potency from the dose series; inconclusive = inhibition mostly from about 14% at the one dose, without a potency; inactive = the rest, 99 in 100 with inhibition below about 12%; also: strong numbers were not always called active
M. tuberculosis HTS: M. tuberculosis growth inhibition, HTS (AID 449762). M. tuberculosis H37Rv growth inhibition, 7H9 media; higher % means a stronger effect. inhibition, % at 25 µM, or IC50 in µM where a hit was titrated. actives 0.59% (n = 330,000); in the data active = a potency from the dose series; inconclusive = inhibition above about 70% without an active follow-up result;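 also: bacterial growth assessed after seven days of incubation; strong numbers were not always called active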
H1N1 NS1A inhibition: H1N1 influenza NS1A inhibitors, functional cell based assay (AID 504329). one-dose inhibition, % at 12.5 µM; IC50 in µM for titrated hits. actives 0.3% (n = 340,000). NS1A functional cell-based assay, percent inhibition; higher % means a stronger effect; in the data active = a potency from the dose series; inconclusive = inhibition above about 27% without an active follow-up result; also: strong numbers were not always called active
PhoP GFP inhibition: PhoP regulon inhibitors, Salmonella typhi PhoP promoter GFP reporter, confirmatory (AID 1850) | inhibition, % at 50 µM; hits with a dose series show IC50 in µM | Salmonella Typhi PhoP-promoter GFP reporter, fluorescence, 4 h; higher % means a stronger effect | actives 0.33% (n = 310,000); in the data active = a potency from the dose series; inconclusive = inhibition mostly from about 25% at the one dose, without a potency; inactive = the rest, 99 in 100 with inhibition below about 19%;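 also: 0% = induced wells with vehicle and 100% = uninduced wells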
tuberculosis growth: growth inhibition of non-replicating M. tuberculosis (AID 488890); Mycobacterium tuberculosis non-replicating, growth inhibition; higher % means a stronger effect; inhibition, % at 25 µM; hits with a dose series show IC50 in µM; actives 0.39% (n = 320,000); in the data active = a potency from the dose series; inconclusive = inhibition mostly from about 82% at the one dose, without a potency; inactive = the rest, 99 in 100 with inhibition below about 76%;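 also: plate controls were DMSO cells for no effect and high antibiotic wells for full effect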
VEEV TC-83 Vero 10K pilot screen: recorded beside VEEV TC-83 Vero, whose call it bears; inhibition, %; measured here: 10K pilot screen inhibition
The depositor's hits bear a star; i = inactive; ? = inconclusive; . = no result given.

SMILES | VEEV TC-83 Vero | M. tuberculosis HTS | H1N1 NS1A inhibition | PhoP GFP inhibition | tuberculosis growth | others
O=C(Nc1cc(C(F)(F)F)ccc1N1CCOCC1)C1CC1 | i | -5.6% | -4.1% | . | -10.0%
c1ccc2c(NCC3CCCO3)nc(N3CCOCC3)nc2c1 (centres undefined) | 4.4% | -2.4% | 12.0% | 0.7% | 0.9%
CCOc1ccc2nc(N3CCOCC3)nc(C)c2c1 | 0.4% | 0.9% | -8.9% | -5.0% | 6.8%
CC(C)c1ccc(N2C(=NC(=O)C3CC3)SC3CS(=O)(=O)CC32)cc1 (centres undefined) | 0.4% | 1.8% | 5.7% | -4.7% | -8.5%
O=C(CN(c1ccccc1)S(=O)(=O)c1ccccc1[N+](=O)[O-])Nc1ccccc1C(=O)N1CCOCC1 | 4.2% | -6.9% | 1.8% | -3.0% | 14.9%
COc1cccc(CN(C)C(=O)Cc2c[nH]c3ccccc23)c1 | 5.3% | 2.4% | -5.3% | -5.6% | 10.2%
CC(=O)Nc1nc2c(ccc3ccccc32)s1 | 3.0% | -3.9% | -25.5% | -0.8% | 20.8%
O=c1oc2ccc3ccccc3c2cc1-c1nc2ccccc2o1 | 1.3% | ? | -7.1% | -20.2% | ?
COc1ccc(NC(C)=O)cc1CNC(=O)CN1CCOCC1 | i | -4.7% | -17.1% | -1.7% | -14.8%
O=C(c1ccccc1)[C@H]1[C@H](c2ccccc2)[C@@]2(N=C(c3ccccc3)OC2=O)C2c3ccccc3C=NN21 (some centres undefined) | . | ? | . | 8.3% | ?
N#CC1=C(N)Oc2cc(O)ccc2C1c1ccc(Br)s1 (centres undefined) | 0.3% | 2.1% | -0.1% | -1.9% | 25.8%
O=C(CSc1nnc(NC2CCCCC2)s1)Nc1ccc2c(c1)C(=O)c1ccccc1C2=O | 0.2% | 4.1% | 1.1% | -5.3% | 32.9%
Cc1cnc(NC(=O)CSc2nc3ccccc3c(=O)[nH]2)s1 | 1.7% | 2.2% | 0.3% | 0.9% | 1.3%
O=S(=O)(Oc1ccccc1)c1ccc(Cl)c(Cl)c1 | 1.9% | . | -1.2% | . | .
Cc1cc2c3c(c1)C1(C(=O)N3C(C)(C)CC2C)C(C#N)=C(N)Oc2n[nH]c(C)c21 (centres undefined) | 1.1% | 7.1% | -1.8% | 1.1% | 35.7%
CC(c1ccco1)N(C(=O)COc1ccc(Cl)cc1Cl)c1ccccn1 (centres undefined) | 8.5% | 10.3% | -4.7% | 1.6% | 9.9%
COc1cccc(CNCCO)c1OCc1ccccc1Cl | 0.5% | -8.9% | -10.0% | 3.3% | 9.2%
CCN(Cc1ccccc1)CC(O)COC(c1ccc(OC)cc1)c1ccc(OC)cc1 (centres undefined) | 0.9% | ? | 14.6% | 4.3% | 75.4%
CC(=O)Nc1ccc(S(=O)(=O)NCCNS(=O)(=O)c2ccc(NC(C)=O)cc2)cc1 | 0.5% | 2.1% | -1.1% | -5.2% | 5.0%
CC1CCC(=O)N(CCOc2ccccc2)CC1 (centres undefined) | 0.2% | -4.2% | -4.8% | -4.2% | -0.5%
Cc1ccc(N2CCN(S(=O)(=O)N3CCCCC3)CC2)cc1Cl | 0.3% | -1.9% | -1.8% | -3.0% | -2.1%
COCCN1CCN(Cc2nc(C3(c4ccc(C)cc4)CCCC3)no2)CC1 | 1.3% | -5.0% | -1.8% | 2.4% | 10.9%
N=C(SC1CC(=O)N(c2ccc(F)cc2)C1=O)N1N=C(c2ccccc2)CC1c1ccccc1 (centres undefined) | 1.4% | 2.2% | 3.0% | -6.8% | -16.0%
C#CCN(C(=O)c1ccc(OC2CCN(C(=O)CCOC)CC2)cc1)C1CCCCC1 | 0.2% | 0.1% | -2.2% | -0.8% | -2.7%
Cn1c(CN2CCC(C(N)=O)CC2)c(C#N)c2ccccc21 | 1.3% | . | 4.2% | -14.7% | 2.2% | VEEV TC-83 Vero 10K pilot screen=0.6
Additional entries follow:
SMILES | VEEV TC-83 Vero | M. tuberculosis HTS | H1N1 NS1A inhibition | PhoP GFP inhibition | tuberculosis growth | others
Cc1cccn2c(=O)c(/C=C(\C#N)C(N)=O)c(Oc3ccccc3)nc12 | 7.1% | 4.0% | 0.1% | -0.1% | 71.1%
Cn1c(SCC(=O)NC2CCCc3ccccc32)nnc1C1CC1 (centres undefined) | 1.5% | . | -2.2% | . | .
Cc1ccc(N/C(CSC(N)=O)=N/S(=O)(=O)c2ccccc2)cc1 | 2.0% | 2.5% | 5.3% | 8.3% | 79.8%
CN(N=O)c1ccc(CC2CCc3ccccc32)cc1 (centres undefined) | 0.2% | . | -2.7% | . | .
Cc1nn(C(C)C(=O)NC2CCCCC2)c(=O)c2nn(-c3ccccc3)c(C)c12 (centres undefined) | 0.1% | -2.7% | -0.9% | 1.3% | -8.7%
COCCCNC(=O)Cn1cnc2c(OCc3ccccc3)ncnc21 | 0.2% | -6.9% | 2.7% | . | -5.3%
COc1ccccc1N1CCN(c2ncnc3sc(C(=O)NCC4CCCO4)c(C)c23)CC1 (centres undefined) | 10.2% | 3.0% | -0.9% | 1.4% | 15.3%
Cc1ccccc1OCCC(=O)OCC(=O)NC1CCCC1 | 0.5% | -4.5% | -4.1% | -0.4% | 40.9%
CC(=O)c1ccc(N2CCN(C(=O)C3CCN(S(=O)(=O)c4ccc(F)cc4)CC3)CC2)cc1 | 3.8% | 20.4% | -1.8% | . | 7.1%
Cc1cccc(CCNS(=O)(=O)c2ccc(S(=O)(=O)N3CCC(C)CC3)cc2)c1 | 5.2% | -1.3% | 1.5% | -6.9% | -2.6%
CC(C)Cn1cnc2c1c(=O)n(CC(=O)Nc1ccc3c(c1)OCO3)c(=O)n2Cc1ccccc1 | 6.8% | -7.5% | -3.8% | -3.5% | -8.1%
Cc1cc(C)n(C(=O)CNC(=O)/C=C/c2ccccc2)n1 | 3.2% | 2.7% | -19.1% | -7.3% | -5.6%
CC(C)(C)[C@@H]1COC(=O)[C@H](Cc2ccc(F)cc2)CC/C=C\C[C@@H](CC(=O)NCCO)C(=O)N1 | 1.3% | -1.9% | 0.8% | . | 19.0%
CCN(C(=O)CSc1nnc(-c2ccccc2)n1C)C1CCS(=O)(=O)C1 (centres undefined) | 2.9% | -2.9% | -9.6% | 4.2% | -3.7%
COCC(C)NC(=O)C1CCN(S(=O)(=O)c2ccc3ccccc3c2)CC1 (centres undefined) | 1.8% | -2.4% | -5.9% | 0.5% | 0.8%
COc1ccc(NC(=O)CN2CCCN(S(=O)(=O)c3ccc(F)cc3)CC2)c(OC)c1 | 3.5% | -5.4% | -0.6% | 6.7% | 9.3%
COc1cc(OC)c2c(=O)cc(-c3ccccc3)oc2c1 | 8.9% | 0.2% | 4.1% | -4.2% | 14.5%
CCCN1CCC(NC(=O)C2CCCCC2C(=O)O)CC1 (centres undefined) | 1.4% | -9.3% | -9.2% | -2.2% | -14.0%
N#Cc1c(N)nc2c(c1-c1ccc(Br)s1)CCCC2 | 1.7% | 0.8% | -3.5% | -5.0% | 5.9%
O=[N+]([O-])c1cccc(S(=O)(=O)NCC2CC3CCC2C3)c1 (centres undefined) | 1.1% | 11.3% | -4.3% | -5.8% | -3.5%
CC(=O)c1ccc(OC(=O)C2CSC3(C)CCC(=O)N23)cc1 (centres undefined) | i | -0.5% | 1.7% | . | -4.2%
COC(=O)CCCC1=CC2=C(c3ccccc3)C(=O)C(C)(OC(=O)C3CCCC3)C(=O)C2=CN1C1CC1 (centres undefined) | 0.1% | 2.4% | 5.1% | -2.5% | 27.9% | VEEV TC-83 Vero 10K pilot screen=0.3
CCCCCC1(C(C)C)C(=O)NC(=S)NC1=O | 1.6% | . | -23.7% | . | .
CCn1cc(/C=C(/C#N)S(=O)(=O)c2ccccc2)cn1 | 1.0% | -1.0% | -3.9% | -0.7% | -8.4%
O=C(O)c1ccc(N=Cc2c(O)ccc3ccccc23)cc1 | 0.7% | 4.4% | -13.8% | -2.3% | 71.2%
Next part:
SMILES | VEEV TC-83 Vero | M. tuberculosis HTS | H1N1 NS1A inhibition | PhoP GFP inhibition | tuberculosis growth | others
COc1cc(NS(=O)(=O)c2ccc(NC(=S)NC(=O)/C=C/c3ccc(OC)c(OC)c3)cc2)ncn1 | 0.4% | -4.0% | -4.0% | 4.2% | -14.0%
Cc1cccc(OCC(O)CN2CCc3ccccc3C2)c1 (centres undefined) | i | 5.9% | 6.9% | 9.7% | 19.1%
O=P(Cc1ccccc1O)(c1ccccc1)c1ccccc1 | 0.8% | -3.0% | 2.3% | -7.6% | -5.4%
Cc1cc(C(C)(C)C)oc1C(=O)O | 11.1% | 7.5% | -6.3% | 2.6% | 6.3%
Cc1ccc(NC(=O)CN(C)S(=O)(=O)c2cccs2)cc1C | 0.3% | -10.8% | -7.5% | 14.1% | 11.1%
O=C(COC(=O)c1cccs1)NCc1ccccc1 | 0.1% | 4.4% | -24.1% | 12.1% | 22.8%
COc1ccc(Cl)cc1NC(=O)CN(C1CCCCC1)S(C)(=O)=O | 4.8% | 1.3% | 8.6% | -10.0% | 9.6%
O=C1CC(C(=O)O)S/C(=N\N=C\c2ccc(Br)cc2)N1 (centres undefined) | i | -1.2% | -3.8% | -2.9% | 27.1%
CSCC[C@H](NC(=O)OC(C)(C)C)C(=O)N/N=C/c1c(C)[nH]c(=O)[nH]c1=O | 0.8% | 4.9% | 0.0% | 0.1% | -0.2%
Cc1ccccc1Nc1nc(N)nc(COC(=O)CCC(=O)c2ccc(F)cc2)n1 | 9.2% | . | -0.9% | . | .
COc1ccc(NS(=O)(=O)c2cc(NC(=O)Cc3cccs3)ccc2C)cc1 | 1.7% | -1.0% | -3.3% | 4.0% | 23.0%
O=C(CNC(=O)c1ccco1)Nc1ccc(F)cc1 | 0.5% | -0.8% | 7.3% | 1.9% | -22.8%
COc1ccccc1N1C(=O)CC(N2CCN(c3ccc([N+](=O)[O-])cc3)CC2)C1=O (centres undefined) | 0.4% | 1.4% | -2.1% | -0.3% | 7.2%
N#Cc1nc(COc2ccccc2F)oc1NCCc1ccccc1 | i | 2.8% | 9.9% | 4.7% | -4.0%
CC(=O)c1cccc(NC(=O)c2cnn3ccccc23)c1 | 7.3% | -3.4% | 9.5% | 5.2% | -13.8%
CN(C)/C=C1\C(=O)N(c2ccc([N+](=O)[O-])cc2)N=C1c1ccccc1 | 1.4% | -2.1% | -5.9% | 1.3% | ?
Cc1cc2c(cc(C(=O)OCC(=O)NCc3cccs3)n2C(C)C)o1 | i | 14.1% | 6.5% | -0.2% | -0.4%
Nc1nonc1-n1nnc(C(=O)N/N=C/c2ccccc2Cl)c1COc1ccc(F)cc1 | i | 1.5% | 2.2% | -2.1% | -1.0%
CC(C)N=C(NS(=O)(=O)NC(=O)c1ccccc1)c1ccccc1 | i | -5.8% | 20.2% | 5.7% | -3.0%
Cc1ccc(S(=O)(=O)N2CCN(C(=O)c3c(-c4ccccc4)noc3C)CC2)c(C)c1 | 1.0% | 8.3% | 5.2% | 2.9% | -3.7%
COc1ccc(NC(=O)CCCNC(=O)c2ccc(Cl)cc2)cc1S(=O)(=O)N1CCCCC1 | 0.7% | . | -4.0% | . | .
COc1ccc(-c2cc(=O)oc3c(C)c(OCC(=O)NCC4CCC(C(=O)O)CC4)ccc23)cc1 (centres undefined) | 0.6% | -1.5% | 0.1% | -2.2% | 15.0%
O=C(NCCCNC(=O)c1ccccc1Cl)c1cnccn1 | i | -6.0% | 2.1% | 10.6% | 10.1%
O=C(Cn1c2[n+](c3ccc(C(F)(F)F)cc31)CCCCC2)c1cccc([N+](=O)[O-])c1 | 1.4% | -3.6% | 0.0% | -8.6% | 8.1% | VEEV TC-83 Vero 10K pilot screen=0.5
Cc1cc(C(=O)CN2C(=O)NC3(CCCCC3)C2=O)c(C)n1Cc1ccco1 | 0.5% | -11.5% | 10.5% | -3.1% | 14.1%
COc1ccc(C(=O)NN(C)c2nc(C(F)(F)F)nc3ccccc23)cc1 | 11.9% | 6.9% | -0.7% | -1.9% | 10.6%
CC1CCN(S(=O)(=O)c2cn(CC(=O)Nc3cccc(C#N)c3)cn2)CC1 | 0.6% | 5.7% | 12.7% | 2.4% | 3.8%

Structures above that have a tert-butyl group:
SMILES | VEEV TC-83 Vero | M. tuberculosis HTS | H1N1 NS1A inhibition | PhoP GFP inhibition | tuberculosis growth | others
CC(C)(C)[C@@H]1COC(=O)[C@H](Cc2ccc(F)cc2)CC/C=C\C[C@@H](CC(=O)NCCO)C(=O)N1 | 1.3% | -1.9% | 0.8% | . | 19.0%
Cc1cc(C(C)(C)C)oc1C(=O)O | 11.1% | 7.5% | -6.3% | 2.6% | 6.3%
CSCC[C@H](NC(=O)OC(C)(C)C)C(=O)N/N=C/c1c(C)[nH]c(=O)[nH]c1=O | 0.8% | 4.9% | 0.0% | 0.1% | -0.2%
